# Screening data: PubChem, National Center for Advancing Translational Sciences (NCATS)
# BLM helicase inh = Bloom syndrome helicase (human) inhibition; P54132; recombinant BLM DNA unwinding, fluorescence dequenching; Potency, µM (highest dose often 56.1 µM), inactives show at the top dose activity change, negative = inhibition, usual class: inhibitors; 350,000 compounds, 0.2% hits; AID 2528;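 also: plate controls were vehicle for no effect and no enzyme for full effect; nearly all actives have a fitted effect of over 35% in size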
# Pol beta inh = inhibitors of human DNA polymerase beta; P06746; Pol beta primer extension/strand displacement, fluorescence kinetic; Potency, µM (top dose mostly 114 µM), without a hit: top-dose activity change, negative = inhibition, actives largely listed as inhibitors; 340,000 compounds, 1.3% hits; AID 485314; also: % is scaled to controls: 0 for no effect and ±100 for the full control effect
#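 Enzyme-only controls used 10 nM Pol beta; buffer lacking enzyme served as negative control. Compound preincubated 15 min, then 50 nM substrate added; 0 and 10 min reads at room temperature.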
# G9a block = inhibitors of human histone lysine methyltransferase G9a. Q96KQ7. Potency, µM (doses to about 102 µM), for inactives: top-dose activity, negative = inhibition, usual class: inhibitors. G9a H3K9 monomethylation, AlphaScreen, 2 h. 350,000 compounds, 8.8% hits. AID 504332; also: % is scaled to controls: 0 for no effect and ±100 for the full control effect; nearly all actives have a fitted effect of over 75% in size
# Target sequence (Q96KQ7 913-1193 limits assumed): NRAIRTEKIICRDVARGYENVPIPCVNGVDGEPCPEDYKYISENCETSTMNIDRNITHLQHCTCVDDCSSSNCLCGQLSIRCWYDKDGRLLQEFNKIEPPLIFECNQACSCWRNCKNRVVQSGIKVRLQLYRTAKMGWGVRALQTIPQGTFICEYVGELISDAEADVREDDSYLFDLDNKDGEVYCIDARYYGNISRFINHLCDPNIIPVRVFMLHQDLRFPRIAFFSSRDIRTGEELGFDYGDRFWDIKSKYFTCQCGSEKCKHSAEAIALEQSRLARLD
#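 Readings reflect AlphaScreen signal from monomethyl-H3K9 antibody detection. HMT at 20 nM; substrate b-H3K9 500 nM; cofactor SAM 20 uM; 2 h RT reaction; compounds tested as titrations in qHTS with 15 min preincubation.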
# POLK inh = blocks human DNA polymerase kappa activity. Q9UBT6. purified Pol kappa, fluorescent DNA synthesis assay, 10 min. Potency, µM (doses to about 107 µM), for inactives: at the highest dose activity, negative = inhibition, usual class: inhibitors. 400,000 compounds, 0.53% hits; also: % is scaled to controls: 0 for no effect and ±100 for the full control effect
#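 10 nM Pol kappa preincubated 15 min at room temperature with compounds, then reaction started with substrate at 50 nM final. Fluorescence read kinetically at 0 and 10 min; buffer-only wells served as negative control.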
# JMJD2A Tudor = blocks the human JMJD2A Tudor domain | Potency, µM (doses to about 114 µM), for inactives: at the top dose activity change, negative = inhibition, actives largely listed as inhibitors | O75164 | AlphaScreen JMJD2A-Tudor / H3K4me3 peptide binding | 390,000 compounds, 4.4% hits | AID 504339; also: % is scaled to controls: 0 for no effect and ±100 for the full control effect; nearly all actives have a fitted effect of over 50% in size
# POLH inh = inhibitors of human DNA polymerase eta; 390,000 compounds, 1.2% hits; Potency, µM (top dose mostly 114 µM), inactives show at the top dose activity change, negative = inhibition, actives largely listed as inhibitors; AID 588591; recombinant Pol eta, fluorescent DNA replication assay; also: % is scaled to controls: 0 for no effect and ±100 for the full control effect
#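 Pol eta (10 nM) was preincubated with compounds for 15 min at room temperature, after which fluorescent replication substrate (50 nM final) was added to start the reaction. Fluorescence was read kinetically at 0 and 10 min.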
# POLI inh = DNA polymerase iota (human) inhibition; Pol iota fluorescent replication assay, 10 min; AID 588590; 390,000 compounds, 1% hits; Potency, µM (series often up to 115 µM), for inactives: at the highest dose activity, negative = inhibition, actives largely listed as inhibitors; Q9UNA4
# Target sequence (Q9UNA4 whole entry, looked up): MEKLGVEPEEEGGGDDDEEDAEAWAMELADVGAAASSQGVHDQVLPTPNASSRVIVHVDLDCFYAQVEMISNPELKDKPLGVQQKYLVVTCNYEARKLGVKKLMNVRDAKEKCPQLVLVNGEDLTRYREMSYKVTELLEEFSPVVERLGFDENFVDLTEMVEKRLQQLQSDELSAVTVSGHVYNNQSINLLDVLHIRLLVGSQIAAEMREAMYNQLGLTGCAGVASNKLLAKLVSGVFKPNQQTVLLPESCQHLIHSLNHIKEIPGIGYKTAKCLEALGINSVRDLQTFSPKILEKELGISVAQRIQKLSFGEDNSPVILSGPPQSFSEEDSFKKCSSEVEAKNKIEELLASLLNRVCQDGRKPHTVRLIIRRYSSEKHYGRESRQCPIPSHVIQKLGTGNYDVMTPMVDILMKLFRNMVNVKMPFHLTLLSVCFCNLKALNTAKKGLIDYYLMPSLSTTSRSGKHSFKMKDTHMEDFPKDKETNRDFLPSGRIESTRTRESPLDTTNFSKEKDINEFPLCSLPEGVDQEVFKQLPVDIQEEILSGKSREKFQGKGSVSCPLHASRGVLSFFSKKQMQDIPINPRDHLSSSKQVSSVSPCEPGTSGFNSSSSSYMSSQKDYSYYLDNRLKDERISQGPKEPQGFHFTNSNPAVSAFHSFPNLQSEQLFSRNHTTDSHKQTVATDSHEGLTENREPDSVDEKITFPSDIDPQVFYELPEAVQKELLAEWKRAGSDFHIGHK
#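 Pol iota at 10 nM preincubated 15 min with compounds at room temperature; reaction started with fluorescent substrate, 50 nM final. Fluorescence read kinetically at 0 and 10 min; buffer-only wells as negative control.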
# APEX1 inh = inhibitors of human APE1 endonuclease; P27695; recombinant APE1, TAMRA/BHQ-2 abasic DNA cleavage fluorescence; Potency, µM (titrated, usually from 65.8 µM), for the others: at the top dose activity change, negative = inhibition, usual class: inhibitors; 350,000 compounds, 0.35% hits; AID 2517;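 also: plate controls were vehicle for no effect and reference inhibitor for full effect; nearly all actives have a fitted effect of over 55% in size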
#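 APE1 at 0.75 nM final was preincubated with compound 15 min at room temperature, then 50 nM double-stranded THF abasic-site substrate (5'-TAMRA/3'-BHQ-2) was added. Fluorescence (ex 525/em 598 nm) was read kinetically; third-minus-first read gave activity.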
# BAZ2B block = blocks human BAZ2B. Q9UIF8. AlphaScreen BAZ2B-H3K14Ac peptide displacement. Potency, µM (series often up to 114 µM), without a hit: at the top dose activity change, negative = inhibition, most hits filed as inhibitors. 360,000 compounds, 4.4% hits. AID 504333; also: % is scaled to controls: 0 for no effect and ±100 for the full control effect; nearly all actives have a fitted effect of over 60% in size
#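 AlphaScreen displacement: compounds (up to 110uM) incubated 30 min at room temperature with a preformed 50 nM BAZ2B/50 nM biotinylated H3K14Ac peptide complex in PBS pH 7.4 with Tween-20. Donor and acceptor beads at 10 ug/mL final added, 20 min light-protected before reading.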
# An asterisk follows results filed as active; ? = inconclusive; · = no result given; [ ] = another dose, or the depositor's remark. Calls follow the shape of the dose curve; as a rule, active = well fitted curve in the direction sought with a large enough effect; inconclusive = small, poorly fitted or top-dose-only effect, or another doubt; inactive = no such curve, though single readings can be large; an effect the other way counts as inactive or inconclusive. Potency is read from the fitted curve at half-maximal effect.
SMILES,BLM helicase inh,Pol beta inh,G9a block,POLK inh,JMJD2A Tudor,POLH inh,POLI inh,APEX1 inh,BAZ2B block
COc1ccc(-c2cc(OC)c3c(C)oc(C)c3c(=O)c2)cc1OC,-6%,-3%,?,2%,?,-14%,6%,-2%,?
O=C(COC(=O)c1ccc2[nH]c3c(c2c1)CCCC3)Nc1ccccc1Cl,-2%,10%,·,-7%,-26%,-12%,154%[activator],7%,3%
COC(=O)c1[nH]c2ccc(F)cc2c1NC(=O)C1=COCCO1,-2%,6%,?,-7%,-16%,-12%,-6%,-5%,-9%
O=C(CN1C(=O)c2ccccc2S1(=O)=O)Nc1ccon1,·,·,-1%,-1%,1%,-6%,4%,-1%,22%
CCCOc1ccc(C2C(C(=O)c3ccc(C)o3)=C(O)C(=O)N2CCCn2ccnc2)cc1 (stereo not given),·,·,·,-3%,-18%[11.4 µM],-13%,?,·,·
COCCCNc1c2c(nc3nnnn13)CCCC2,-1%,0%,18%,-13%,-11%,-7%,120%[activator],7%,-18%
COCC(=O)Oc1c(S(=O)(=O)c2ccc(C)cc2)c(C)nn1C(C)(C)C,-5%,32%,-3%,3%,-4%,-12%,-18%,16%,2%
N#C/C(=C(/O)COC(=O)CCC1CCCCC1)c1nc2ccccc2[nH]1,-2%,-2%,41%[12.7 µM],-11%,-10%,-3%,1%,0%,11%
NC(=S)N/N=C/c1ccc(-c2cc(Cl)ccc2Cl)o1,-4%,-8%,-6%,-4%,?,-5%,7%,4%,-2%
Cc1cc(Oc2ccc(=O)[nH]n2)nc(Cl)n1,-6%,3%,5%,1%,10%,-4%,32%[activator],2%,0%
CCOc1ccccc1NC(=O)c1ccc2c(Cl)c3c(nc2c1)CCC3,-6%,18%,-12%[59 µM],-16%,-12%,2%,-3%,·,-10%
C/C(=N/NC(=O)c1cccc(N2CCCC2=O)c1)c1ccc(Br)cc1,2%,15%,20%[59 µM],-18%,-6%,5%,99%[activator],16%[12.4 µM],5%
O=C1CCC(=O)N1c1ccccc1OS(=O)(=O)c1ccccc1,1%,2%,39%[activator],-4%,-12%,8%,33%[activator],29%,-1%
Cc1c(Cc2ccc3c(c2)OCO3)sc(NC(=O)c2ccccc2)c1C(N)=O,-10%,?,32µM*,-11%,-14%,3%,-21%,-1%,0%
CCOCCCNC(=O)c1cccs1,0%,0%,2%[12.7 µM],2%,-8%,-5%,4%,-4%,-5%

# An excerpt of these results, as tab-separated lines.
SMILES	BLM helicase inh	Pol beta inh	G9a block	POLK inh	JMJD2A Tudor	POLH inh	POLI inh	APEX1 inh	BAZ2B block
Cc1cc(Oc2ccc(=O)[nH]n2)nc(Cl)n1	-6%	3%	5%	1%	10%	-4%	32%[activator]	2%	0%
CCCOc1ccc(C2C(C(=O)c3ccc(C)o3)=C(O)C(=O)N2CCCn2ccnc2)cc1 (stereo not given)	·	·	·	-3%	-18%[11.4 µM]	-13%	?	·	·

# A few values from the list.
# COc1ccc(-c2cc(OC)c3c(C)oc(C)c3c(=O)c2)cc1OC in Pol beta inh has -3%
# O=C(CN1C(=O)c2ccccc2S1(=O)=O)Nc1ccon1 in APEX1 inh has -1%
# COCC(=O)Oc1c(S(=O)(=O)c2ccc(C)cc2)c(C)nn1C(C)(C)C in POLK inh has 3%

# More structures:
SMILES,BLM helicase inh,Pol beta inh,G9a block,POLK inh,JMJD2A Tudor,POLH inh,POLI inh,APEX1 inh,BAZ2B block
CC(=O)OCCOc1nc(N(C)C)nc(N(C)C)n1,-3%,29%,0%,-8%,-12%,-9%,13%,-3%,6%
CCOC(=O)N1CCN(C(=O)c2ccc3c(SCC(=O)O)c4c(nc3c2)CCCC4)CC1,-5%,-1%,40µM*,-26%,-17%,-6%,7%,-2%,-3%
COc1ccc(NC(=O)COC(=O)c2c(C)noc2C)c(OC)c1,-3%,19%,6%[59 µM],-12%,-4%,1%,9%,-1%,13%
CC(/C=N/NC(=O)Cc1cccn1C)=C\c1ccco1,-6%,?,11µM*,?,?,?,45µM*,?,?
Cc1c(CN2CCCC(C(=O)Nc3cccc(-n4cccn4)c3)C2)cnn1C (stereo not given),3%,13%,17%,4%,8%,-3%,3%,35%,-17%
COC(=O)c1c(NC(=O)CS(=O)(=O)c2ccc(C)cc2)sc2c1CCCC2,-4%,-1%,-5%[59 µM],-15%[60.1 µM],?,-3%,-15%,·,-20%
CCO[C@H]1OC(C(=O)NCc2nc3ccccc3[nH]2)=C[C@@H](c2csc3ccccc23)[C@@H]1CCCO,-8%,3%,-3%[59 µM],-11%,-31%,-16%,7%,-1%,-22%
COC(=O)Cc1c(C)c2ccc(OCC(C)=O)c(C)c2oc1=O,3%,7%,-3%[2.33 µM],-4%,0%,-12%,12%,2%,0%
CSCC(C)N1CCC(n2nccc2NC(=O)CCOc2ccccc2)CC1 (stereo not given),0%,24%,0%,-4%,-21%,-7%,0%,33%,-19%
CNc1nc(SC)nc2ccccc12,2%,6%,32%[59 µM],3%,-8%,-11%,108%[activator],22%,2%
COC(=O)c1c(NC(=O)CN2CCN(C(=O)c3ccco3)CC2)c2cc(C)ccc2n1C,1%,15%,-26%[59 µM],-1%,-14%,-3%,26%,4%,-2%
Cc1ccc(-c2cc(C(=O)N3CCCCC3)c3ccccc3n2)cc1C,-9%,?,-3%,-9%,-5%,-5%,5%,51%,17%[57.1 µM]
O=C(Nc1cccc(Br)c1)N1CCC(CN2CCCCCC2)CC1,-6%,9%,-34%[59 µM],-10%,-23%,-13%,12%,·,-7%
CC(=O)NS(=O)(=O)c1ccc(NS(=O)(=O)c2ccc3ccccc3c2)cc1,-10%,28%,?,0%,5%,-9%,0%,2%,4%
O=C1CC2(CCN(C(=O)c3ccccc3F)CC2)Oc2ccccc21,·,·,11%[0.501 µM],-12%,6%,-15%,0%,-3%,-2%
CC(=O)c1cc2c(cc1NS(=O)(=O)c1ccccc1)OCO2,-1%,0%,20%,-14%,-23%,-7%,16%,5%,-5%
COCCSc1nnc(NC(=O)Cc2ccccc2OC)s1,-4%,-14%,-19%[12.7 µM],-7%,-13%,-2%,14%,-9%,5%
CC(=O)Nc1ccc(NC(=O)C(C)N(C)CC(=O)Nc2ccccc2Br)cc1 (stereo not given),0%,5%,9%,-2%,-5%,6%,21%,57%[activator],-16%
CCOC(=O)C1(C)NC(c2ccco2)C2C(=O)N(CC)C(=O)C21 (stereo not given),3%,42%,-4%,-7%,-9%,-3%,-4%,0%,-17%
Nc1ccc(C(=O)OCC(=O)NC2CCCc3ccccc32)cc1[N+](=O)[O-] (stereo not given),-8%,?,-17%,-5%,-25%,13%,2%,-7%,-2%
COc1ccc(S(=O)(=O)Nc2cc(C)ccn2)cc1OC,-1%,-3%,6%[59 µM],-4%[60.1 µM],4%,-6%,64%[activator],-2%,4%
COc1ccc(S(=O)(=O)NCC(c2cccnc2)N2CCN(c3ccc(F)cc3)CC2)cc1C (stereo not given),-4%,0%,?,-10%,?,-15%,3%,0%,?
Cc1nc(-c2ccccc2)sc1-c1ccnn1C,-8%,-23%,27%,5%,16%,-2%,17%,-5%,4%
O=C(C1CCCN(Cc2ccccc2C(F)(F)F)C1)N1CCCCC1 (stereo not given),-2%,34%,5µM*,10%,3.5µM*,-9%,4%,9%,50µM*
CCOC(=O)N1CCC(N(CCN(C)C)C(=S)Nc2cc(Cl)cc(Cl)c2)CC1,-12%,7%,?,12%,-6%,-5%,-3%,2%,79µM*
CCOc1ccccc1N1C(=O)CC(Sc2ncccc2C(=O)O)C1=O (stereo not given),-6%,-13%,?,7%,-27%,4%,17%,11%,2%
CC(=O)N1CCCc2cc(S(=O)(=O)Nc3cccc(C)c3C)ccc21,-1%,40%,-8%,7%,-4%,-10%,16%,55%[activator],4%
COc1ccc(NC(=O)c2ccc3[nH]c(C)cc(=O)c3c2)cc1,2%,4%,-33%[59 µM],-2%,-10%,2%,-3%,·,-8%
CCN(CC)CCCNC(=O)CNC(=O)c1nn(-c2ccc(OC)c(OC)c2)c(=O)c2ccccc12,4%,51%,3%,1%,-2%,-8%,65%[activator],-12%,21%
N/C(=N\OC(=O)c1ccccc1Cl)c1cccnc1,3%,0%,6%[59 µM],-2%,3%,-8%,4%,-2%,13%
Cc1ccc(NC(=O)CSc2nc3ccc(NC(=O)CCc4ccccc4)cc3s2)cc1,-2%,9%,-4%[59 µM],8%,6%,-16%,29%,·,1%
Cc1cc(OC(=O)c2cc(Br)ccc2Cl)c([N+](=O)[O-])c(=O)[nH]1,4%,30%,?,-9%,-14%,-8%,-7%,13%,?
Cn1c(NC(=O)c2ccc(S(=O)(=O)N3CCOCC3)cc2)cc(=O)n(C)c1=O,-1%,28%,-3%[59 µM],-10%,-14%,-11%,16%,4%,5%
COc1ccccc1-c1nc2cc(Cl)ccc2c(=O)n1O,-5%,6%,-3%,-5%,?,-5%,-4%,45%[activator],?
CCN(C(=O)CSc1nnc(-c2ccc(C)cc2)n1N)c1c(N)n(Cc2ccccc2)c(=O)[nH]c1=O,·,·,?,0%,-19%,-17%,47%[activator],2%,11%
CC(=O)c1c(C)nc(C)nc1NC(=O)C(C)C,1%,22%,-30%[2.33 µM],-6%,-21%,10%,-11%,0%,35%[activator]
CCC1S/C(=N/N=C/c2ccco2)N(c2ccc(F)cc2)C1=O (stereo not given),4%,29%,-3%[59 µM],-4%,1%,-4%,15%,-4%,2%
Cc1nn(C)cc1S(=O)(=O)N1CCN(c2ccccc2)CC1,0%,18%,?,0%,-4%,-10%,32%[activator],34%,-21%
Cc1sc2nc(CN3CCN(S(=O)(=O)c4cccc5nonc45)CC3)[nH]c(=O)c2c1C,-6%,-7%,-26%[12.7 µM],-2%,?,0%,6%,-1%,3%
O=C(NCc1cccs1)c1ccc([N+](=O)[O-])cc1Cl,0%,0%,-9%[59 µM],-3%,-10%,-20%,-8%,-1%,0%
CCN(CCNC(=O)C1CCCN(Cc2nc(-c3ccc(OC)cc3)oc2C)C1)c1ccccc1 (stereo not given),-9%,0%,-32%[12.7 µM],-8%,32µM*,-22%,9%,-3%,11µM*
Cc1cccc(OCC(=O)Nc2cccc(C(=O)NCC(C)C)c2)c1,0%,-14%,4%,-3%,4%,-17%,190%[activator],1%,9%

# Some of the compounds tested. The share of hits here may be higher or lower than overall.
